Screening data (PubChem)
CXCR6 inh – inhibitors of human CXCR6 receptor; O00574; CHO-K1 PathHunter CXCR6 beta-arrestin, luminescence; inhibition, % at 20 µM; 0.36% of 360,000 active; in the data active = inhibition above about 34%, passing the limit was not always enough;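 also: antagonist mode with CXCL16 agonist at 10 nM final; 0% = 10 nM CXCL16 with DMSO and 100% = unstimulated wells without agonist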
Target sequence (O00574 whole entry, looked up): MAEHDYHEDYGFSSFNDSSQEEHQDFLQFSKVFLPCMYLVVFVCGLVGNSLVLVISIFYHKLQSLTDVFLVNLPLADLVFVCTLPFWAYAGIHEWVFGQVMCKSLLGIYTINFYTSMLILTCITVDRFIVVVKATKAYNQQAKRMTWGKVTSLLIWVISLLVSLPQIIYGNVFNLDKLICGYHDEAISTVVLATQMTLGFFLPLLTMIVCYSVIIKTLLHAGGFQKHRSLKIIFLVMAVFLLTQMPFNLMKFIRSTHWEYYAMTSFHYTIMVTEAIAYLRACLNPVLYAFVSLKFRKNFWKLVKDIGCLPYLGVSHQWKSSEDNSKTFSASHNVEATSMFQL
Gli-Sufu block – blocks Gli-Sufu signaling in a luciferase reporter; 0.74% of 340,000 active; Sufu-KO-LIGHT fibroblasts, Gli luciferase reporter luminescence; AID 588413; inhibition, % at 5 µM;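 active = inhibition above about 55%, limit read from the data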;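 also: 0% = DMSO-treated cells and 100% = wells with medium but no cells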
697 NFkB inh – lowers PMA/ionomycin-induced NF-kB signal in 697 B cells. 697 B-cell NF-kB luciferase reporter, 16 h. inhibition, % at 4 µM. 0.33% of 330,000 active; in the data active = inhibition above about 35%
CHOP UPR activ – activators of apoptotic arm of unfolded protein response (CHOP); CHO-CHOP luciferase reporter, UPR activation, luminescence; percent of tunicamycin response over DMSO baseline; activation, % at 10 µM; 0.34% of 330,000 active;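 active = at 10 µM dose, activation of 40% or more, normalized to positive control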;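 also: 100% = tunicamycin at 10 µg/mL and 0% = DMSO alone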
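Dosing – one dose, 10 µM in 0.5% DMSO · System – CHO-CHOP cells, stable luciferase reporter of PERK-eIF2a-CHOP signalling · Input – 500 cells/well · Control set – tunicamycin 10 µg/mL final as positive, DMSO-only wells as negative · Timing – 6 h compound treatment, 37 °C · Measure – % activation vs tunicamycin · Technique – luminescence read with Steady-Glo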
EBI2 block – EBI2 (human) antagonism. P32249. EBI2 beta-arrestin recruitment, luminescence, 7a,25-OHC stimulated. inhibition, % at 5 µM. 0.81% of 360,000 active. AID 651636; in the data active = inhibition above about 38%;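 also: enzyme fragment complementation signal reports receptor beta-arrestin coupling in cells; 0% = agonist plus DMSO wells and 100% = wells without agonist; some results beyond the cut were filed as inactive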
Target sequence (P32249 whole entry, looked up, the tested form may be a part): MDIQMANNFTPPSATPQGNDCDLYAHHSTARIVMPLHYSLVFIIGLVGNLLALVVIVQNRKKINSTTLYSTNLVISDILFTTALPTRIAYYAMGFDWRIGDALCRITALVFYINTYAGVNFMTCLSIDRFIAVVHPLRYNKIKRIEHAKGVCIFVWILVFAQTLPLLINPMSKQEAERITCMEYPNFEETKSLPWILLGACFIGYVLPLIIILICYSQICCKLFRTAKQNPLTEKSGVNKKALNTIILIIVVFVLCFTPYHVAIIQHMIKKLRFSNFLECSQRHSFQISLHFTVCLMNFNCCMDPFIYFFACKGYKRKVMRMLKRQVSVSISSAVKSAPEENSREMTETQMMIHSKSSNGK
UPR XBP1 act – adaptive UPR (XBP1) activation | CHO-XBP1 luciferase reporter, IRE1-XBP1 UPR activation, luminescence; percent of tunicamycin response, DMSO as zero | activation, % at 20 µM | 0.33% of 330,000 active | AID 463104;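 active = versus positive control, 20 µM dose yields 30% or more activation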;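 also: 100% = tunicamycin at 10 µg/mL and 0% = DMSO only wells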
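Signal: luciferase luminescence; Assay system: CHO-XBP1 luciferase reporter cells; Amount: one thousand reporter cells per well; Dosing: 20 µM single concentration, DMSO 1%; Benchmarks: high control tunicamycin 10 µg/mL final, low control DMSO vehicle only; Schedule: 6 h compound exposure at 37 °C, 5% CO2; Evaluation: percent activation relative to tunicamycin reference.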
Mdm2-MdmX inh – inhibitors of human Mdm2/MdmX interaction; SaOS-2 split-luciferase Mdm2/MdmX complementation, luminescence; inhibition, % at 8 µM; 3% of 330,000 active; AID 485346;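 active = inhibition of at least 50% at 8 µM in the primary screen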
CCR6 antag – antagonists of human CCR6 receptor | P51684 | CHO-K1 CCR6 PathHunter beta-arrestin, luminescence, CCL20-stimulated | inhibition, % at 20 µM | 0.49% of 340,000 active;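 active = compounds whose inhibition of the agonist-driven luminescence signal at 20 µM reaches about 50%, limit read from the data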;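 also: cells stimulated with CCL20 at 14 nM final; plate controls were DMSO with CCL20 for no effect and DMSO without agonist for full effect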
Target sequence (P51684 whole entry, looked up): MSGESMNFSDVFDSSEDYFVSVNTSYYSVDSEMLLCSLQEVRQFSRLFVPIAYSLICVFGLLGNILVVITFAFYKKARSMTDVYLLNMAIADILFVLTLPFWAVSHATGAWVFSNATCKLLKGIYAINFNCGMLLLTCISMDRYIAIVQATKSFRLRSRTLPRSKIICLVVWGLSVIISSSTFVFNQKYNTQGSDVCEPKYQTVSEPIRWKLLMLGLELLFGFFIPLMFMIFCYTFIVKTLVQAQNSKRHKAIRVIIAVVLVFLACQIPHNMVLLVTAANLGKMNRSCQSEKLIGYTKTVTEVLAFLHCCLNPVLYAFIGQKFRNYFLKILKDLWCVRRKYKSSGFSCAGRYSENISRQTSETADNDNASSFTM
Jurkat NFkB inh – lowers PMA/ionomycin-induced NF-kB signal in Jurkat cells. PMA/ionomycin-induced NF-kB luciferase reporter, luminescence. inhibition, % at 4 µM. 0.53% of 330,000 active; in the data active = inhibition above about 50%
An asterisk follows results filed as active; x = not tested or not shown.

SMILES	CXCR6 inh	Gli-Sufu block	697 NFkB inh	CHOP UPR activ	EBI2 block	UPR XBP1 act	Mdm2-MdmX inh	CCR6 antag	Jurkat NFkB inh
Cc1[nH]c(C)c(S(=O)(=O)N(C)Cc2ccccc2)c1C(=O)N1CCCC1	9	-10	-24	2.6	-8	-2	-7	14	21
Cc1ccc(NC(=S)N(CCN2CCOCC2)Cc2ccccc2F)cc1Cl	0	45	-1	0.5	11	0	20	-6	-4
Cc1cc(N2CCCCC2)nc(N2CCOCC2)n1	-6	-1	-15	0.6	5	1	0	6	5
CC1CC(=O)NN=C1c1ccc(N)c([N+](=O)[O-])c1 (stereo not drawn)	-2	-15	0	1.0	4	-3	12	0	-2
CCCN1CN(Cc2ccco2)c2nc3ccccc3n2C1	1	2	0	-1.1	-2	0	18	1	-12
C/C(=N\NC(=O)c1ccc(F)cc1)c1cccc(NC(=O)c2cccc(F)c2)c1	-13	0	-5	0.3	6	-3	2	13	-9
COc1ccc(CNC(=O)C2CCCN(c3nc4ccccc4o3)C2)c(OC)c1 (stereo not drawn)	0	3	14	-1.9	1	-4	2	-6	10
CN(Cc1ccccc1)C(=O)c1ccc(NC(=O)Cc2cccc(NC(=O)C3CCN(C(=O)C4CCCCC4)CC3)c2)cc1	0	-11	0	0.3	-9	-2	0	3	8
CC(C)Cn1c(=S)[nH]c2cc(C(=O)NCc3ccccc3F)ccc2c1=O	-4	-2	12	-0.8	0	-2	2	22	8
C(=N\N1CCN(Cc2ccccc2)CC1)/c1cccnc1	4	0	-5	1.2	-6	-1	3	0	-8
Nc1nc(-c2ccc([N+](=O)[O-])cc2)c(C(=O)Nc2ccc(Cl)cc2)s1	3	-4	34	4.2	-1	4	48	22	6
O=C(Nc1ccc(Cl)cc1)N1CCC(c2nc(-c3ccc(F)cc3)no2)CC1	-3	9	-13	1.5	53*	-1	0	8	10
N#Cc1ccc(-c2ccc(OCC(O)CN3CCOCC3)cc2)cc1 (stereo not drawn)	-6	6	-30	0.5	-5	-2	19	0	1
O=C(CSc1c2c(nc3ccccc13)CCCC2)NCc1ccco1	1	3	-4	1.6	-5	-3	-25	12	12
COc1ccc(NC(=O)CN(C)C(=O)CCC2CCCC2)cc1	-7	1	-3	-0.7	7	-4	1	-5	-29
Cc1ccc(S(=O)(=O)N/N=C\c2cn(-c3ccccc3)nc2-c2ccccc2)cc1	0	-6	-10	3.8	5	-3	21	1	10
c1ccc(-c2ccc(-c3ccccn3)s2)nc1	8	-57	-119	3.2	12	-1	-102	-4	-99
CCOc1ccc(Br)cc1C(=O)N/N=C/c1ccc([N+](=O)[O-])cc1	1	16	10	3.0	34	9	44	-5	12
O=C(NCc1ccon1)C1CCC(=O)N(Cc2cccc(C(F)(F)F)c2)C1 (stereo not drawn)	-10	-24	-11	1.6	-4	-1	0	-9	4
Cn1ncc(Br)c1C(=O)NC1CCCCCC1	0	3	6	1.3	2	-1	23	-1	8
COc1ccc(S(=O)(=O)N(CC(=O)N/N=C/c2cccs2)c2ccc(C)cc2)cc1OC	3	-2	-2	0.2	9	-5	1	9	2
CN(C)CCNC(=O)c1onc(CSc2ccc(F)cc2)c1C(=O)NCCN(C)C	1	7	-8	-1.2	-17	-1	7	-1	-13
CCn1nnc2cc(C(=O)N3CCC(C(=O)OC)CC3)ccc21	-9	4	2	0.9	-10	-1	30	14	5
COc1ccc(-c2cn(CCC(=O)NCc3ccc(C)cc3)c(CCN)n2)cc1	0	9	-33	1.6	-1	1	1	-5	-16
Cc1ccc(N2CC(C(=O)Nc3nnc(SCc4cccnc4)s3)CC2=O)cc1 (stereo not drawn)	-3	-5	20	0.8	6	-3	15	8	4
Cn1ccnc1C1CCCCN1C(=O)c1cc(COc2ccc(F)cc2F)on1 (stereo not drawn)	4	-2	11	-0.3	-9	-2	18	-1	-4
CC(=O)Nc1nc(C)c(Cc2ccccc2)c(=O)[nH]1	4	5	16	-1.2	-8	-3	11	-2	1
O=C1C(=NO)C(c2ccccc2)Oc2ccccc21 (stereo not drawn)	2	0	x	x	20	x	x	13	x
COc1ccc(CCNC(=O)CCC(=O)n2ncc3cc(C)ccc32)cc1OC	0	-24	-15	-2.9	-1	0	5	-2	-3
Nc1ccc2nc(CCCCc3nc4ccccc4[nH]3)[nH]c2c1	-3	22	-6	1.2	-10	-5	20	3	14
CC1CCCCC1NC(=O)CCS(=O)(=O)c1ccc2c(c1)NC(=O)CO2 (stereo not drawn)	10	-21	2	-0.2	2	-2	7	2	-2
O=[N+]([O-])c1cccc(C2Nc3cccc4cccc(c34)N2)c1	4	15	-10	2.3	-8	2	9	25	0
CCC1CCC2(CC1)NC(=O)N(CC(=O)NCc1ccc(Cl)cc1)C2=O (stereo not drawn)	10	-3	9	0.6	-2	11	15	5	-6
O=C(CN1CCSCC1)N/N=C/c1ccc(F)c(F)c1	13	5	8	-0.7	-5	-2	15	-19	8
CC(C)C(NC(=O)c1ccccc1)C(=O)N/N=C\c1ccco1 (stereo not drawn)	-3	-6	13	-2.2	-1	-3	13	-19	7
CCOC(=O)CCn1nc(-c2ccccc2)cc1N	-18	-28	-35	0.8	-7	3	-14	0	-16
Cc1ccc(/C=N/NC(=O)c2cccs2)s1	0	-51	-48	2.1	10	-1	-8	12	-52
Cc1ccc(CSCC(=O)N2CCCC2)cc1	-8	-14	-14	-0.2	-7	0	-8	13	0
O=C(NC(=S)NCc1ccccc1)C1CC1	-2	4	4	1.0	1	-1	19	3	-9
COc1ccc(C2CC(=O)Nc3ccccc3S2(=O)=O)cc1OC (stereo not drawn)	-4	1	13	-0.6	-7	1	22	-26	10
COc1ccccc1NC(=O)Cn1c([N+](=O)[O-])cnc1C	-4	-7	-11	3.2	3	-1	23	5	1
O=C(Nc1ccc2oc(=O)ccc2c1)c1ccc(-c2cccc([N+](=O)[O-])c2)o1	13	12	-25	1.4	3	1	41	11	7
O=S(=O)(c1ccccc1)N1CCNCC1	-6	4	6	0.8	-5	-1	9	-10	4
CCOC(=O)C1C(c2ccc(O)c(O)c2)NC(=S)NC1(O)C(F)(F)F (stereo not drawn)	-5	-5	5	0.7	-6	-1	32	-13	-3
COc1ccc(NC2CCCN(C(=O)CCc3cccc(F)c3)C2)cc1 (stereo not drawn)	1	5	14	-1.8	13	-2	6	9	4
Cc1cccc(N2C(=O)C3C4C=CC(C5CC45)C3C2=O)n1 (stereo not drawn)	-9	0	10	1.2	3	-1	24	-1	19
Cc1ccc2oc(=O)c3cnn(CC(=O)NC4CCN(Cc5ccccc5)CC4)c3c2c1	2	24	-11	0.3	3	-4	-5	-4	6
COc1ccc(N2CCN(S(=O)(=O)c3cccs3)CC2)cc1	1	-5	-5	-0.1	8	-2	-2	-6	2

As entered above:
Result for `COc1ccc(C2CC(=O)Nc3ccccc3S2(=O)=O)cc1OC` (stereo not drawn) under CXCR6 inh: -4
Result for `O=S(=O)(c1ccccc1)N1CCNCC1` under EBI2 block: -5
Result for `COc1ccc(NC2CCCN(C(=O)CCc3cccc(F)c3)C2)cc1` (stereo not drawn) under UPR XBP1 act: -2
Result for `Cc1cccc(N2C(=O)C3C4C=CC(C5CC45)C3C2=O)n1` (stereo not drawn) under CHOP UPR activ: 1.2

Carrying on.
SMILES	CXCR6 inh	Gli-Sufu block	697 NFkB inh	CHOP UPR activ	EBI2 block	UPR XBP1 act	Mdm2-MdmX inh	CCR6 antag	Jurkat NFkB inh
COc1ccc(CCNC(=O)CCNS(=O)(=O)c2cccc3nsnc23)cc1OC	-2	2	-18	-2.8	0	0	-5	3	-18
Cc1ccc(COc2ccsc2C(=O)O)cc1	19	-1	x	x	3	x	x	9	x
Cc1c(OC(C)C(=O)NCCN2CCOCC2)ccc2c3c(c(=O)oc12)CCCC3 (stereo not drawn)	-1	-3	7	-2.0	-8	0	3	0	7
CN(CC(=O)Nc1cccc(F)c1)C(=O)c1cc(S(=O)(=O)N(C)C)ccc1N1CCCC1	-4	6	3	0.5	7	-4	21	13	-12
Cc1ccc2[nH]c3c(=O)n(CC(=O)NCCc4ccc(Cl)cc4)ncc3c2c1	-13	-9	1	-0.3	5	1	-14	3	-6
CC(=O)C1=C(C)NC(=O)NC1c1cccc(O)c1 (stereo not drawn)	3	3	0	-3.6	-2	0	3	-13	-3
CCOC(=O)C1CCCN(C(=S)Nc2ccc(S(=O)(=O)N3CCOCC3)cc2)C1 (stereo not drawn)	-1	7	-14	-1.3	4	-2	13	7	-5
COC(=O)c1ccc(COC(=O)c2c(C)nn(Cc3ccccc3Cl)c2Cl)o1	2	6	3	3.3	15	1	1	9	-4
COc1cc2[nH]c(C(=O)Nc3ccc4c(c3)OCCO4)cc2c(OC)c1OC	5	-3	-20	-1.2	8	-3	36	-2	-16
CCC(=O)Nc1cccc(NC(=S)NC(=O)c2ccc(Cl)cc2)c1	23	-76	-35	5.4	6	1	-41	34	-65
CN(C)S(=O)(=O)N1CCc2ccc(NC(=O)C3CCCO3)cc2C1 (stereo not drawn)	-3	-3	-1	0.3	-5	-8	-7	-7	-10
CCCSc1nnc(NC(=O)Nc2ccccc2)s1	-6	-35	-120	6.0	1	3	-66	0	-23
Cc1sc(NC(=O)c2ccc(=O)n(C)n2)nc1-c1ccccc1	1	31	-24	2.1	6	1	20	-2	9
c1ccc(-c2ccnc3ncnn23)nc1	-11	-7	14	-2.2	-13	1	11	-7	-9
CC(C)(C)c1nc(CN2CCCCC2)cc(CN2CCCCC2)c1O	6	7	-26	-1.1	-2	1	17	-5	5
Nc1nc2c(s1)COc1ccccc1-2	-15	-15	-3	3.1	-4	-2	3	12	7
O=C1NC2(CCSC2)C(=O)N1CC(=O)N(Cc1ccccc1)C1CCS(=O)(=O)C1 (stereo not drawn)	-9	6	32	-1.5	-1	1	17	9	0
Cn1nnnc1Sc1ncnc2scc(-c3cccc(F)c3)c12	13	28	-51	5.0	-18	0	98*	13	-13
COc1ccc(OCc2nnc(SCC(=O)Nc3ccccc3F)o2)cc1	8	-9	5	-2.0	0	1	17	-12	10
O=C1/C(=C\c2ccc3ccccc3c2)CCCc2ccccc21	0	4	-163	5.4	9	6	-31	12	-79
CC(=O)c1cccc(CN2CCN(CC=C(C)C)C(CCO)C2)c1 (stereo not drawn)	1	5	13	-1.2	4	-2	-1	3	6
CCOC(=O)c1c(C(C#N)C#N)cc(C)nc1C	-9	-1	3	-0.6	9	2	-25	6	-7
CCOC(=O)c1sc(N)nc1-c1ccccc1	-5	-12	13	-0.4	-8	-4	16	13	2
O=C(Nc1ccc2c(c1)CCC2)Nc1ccccc1F	-10	x	-307	2.5	-8	-3	-141	-9	-233
O=C(/C=C/c1cccc([N+](=O)[O-])c1)OC1CCCCC1=O (stereo not drawn)	3	-2	-6	0.3	-12	-2	13	0	-12

Entries above that have a cyano group:
SMILES	CXCR6 inh	Gli-Sufu block	697 NFkB inh	CHOP UPR activ	EBI2 block	UPR XBP1 act	Mdm2-MdmX inh	CCR6 antag	Jurkat NFkB inh
N#Cc1ccc(-c2ccc(OCC(O)CN3CCOCC3)cc2)cc1 (stereo not drawn)	-6	6	-30	0.5	-5	-2	19	0	1
CCOC(=O)c1c(C(C#N)C#N)cc(C)nc1C	-9	-1	3	-0.6	9	2	-25	6	-7

Random draw from the library; 5% or so of the library scored in one or more.
